# ST2 inh = IL1RL1 inhibition. Q01638. AlphaLISA ST2-Fc/biotin-IL-33 interaction, 1 h. inhibition, % for hits at 17 µM. hit rate 2.3% among 78,000. AID 1259354; in the data active = inhibition above about 30%; inconclusive = mostly about 10% to 28%
# Target sequence (Q01638 whole entry, looked up): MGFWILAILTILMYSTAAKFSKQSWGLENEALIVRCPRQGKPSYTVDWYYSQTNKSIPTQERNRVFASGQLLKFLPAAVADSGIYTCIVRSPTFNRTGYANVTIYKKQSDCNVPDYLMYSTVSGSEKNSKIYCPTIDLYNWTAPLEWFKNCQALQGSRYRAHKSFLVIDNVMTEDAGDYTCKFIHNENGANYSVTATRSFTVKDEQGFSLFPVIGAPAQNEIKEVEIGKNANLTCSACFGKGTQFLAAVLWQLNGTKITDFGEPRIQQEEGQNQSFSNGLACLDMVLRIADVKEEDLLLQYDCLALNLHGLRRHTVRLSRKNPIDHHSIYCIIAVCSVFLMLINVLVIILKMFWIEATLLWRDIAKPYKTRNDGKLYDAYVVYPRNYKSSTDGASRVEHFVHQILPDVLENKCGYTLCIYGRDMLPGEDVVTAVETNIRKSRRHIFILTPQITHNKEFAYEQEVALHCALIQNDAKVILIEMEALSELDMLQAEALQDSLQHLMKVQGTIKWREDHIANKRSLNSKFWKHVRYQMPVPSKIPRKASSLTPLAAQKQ
# Numbers without * were called inactive; i = inactive; ? = inconclusive.
SMILES | ST2 inh
Cc1nc2sc(C(=O)N3CCC4(CCCO4)CC3)c(C)c2c(=O)[nH]1 | ?
Cc1ccc(CN(C)C(=O)[C@@H](O)Cc2ccccc2)o1 | ?
CCN(CC)S(=O)(=O)c1ccc2oc(C(=O)NCCN3CCOCC3)c(C)c2c1 | ?
CN(C)C(=O)c1ccc(-c2nnc(NCc3ccccc3)c3ccccc23)cc1 | ?
CC(C)(C)NS(=O)(=O)c1ccc2oc3ccc(S(=O)(=O)NC(C)(C)C)cc3c2c1 | ?
O=C(NCc1ccccc1Cl)C1C2C=CC3(CN(Cc4cccs4)C(=O)C13)O2 (stereo unspecified) | i
Cc1cc(Br)ccc1NC(=O)C(NS(=O)(=O)c1cccs1)C(C)C (stereo unspecified) | ?
CCOc1ccc(-n2c(SCC(N)=O)nc3c([nH]c4ccccc43)c2=O)cc1 | ?
CCCc1cnc(C)nc1NCc1cccnc1N1CCN(C(C)=O)CC1 | ?
COc1ccc2c(c1)CCc1c(C(=O)NCc3cccnc3)noc1-2 | i
COc1ccc(CN2CCN(c3cccc(C)c3C)CC2)c(OC)c1 | i
O=c1oc2cc([N+](=O)[O-])ccc2nc1C=C(O)c1ccco1 | i
c1ccc(COc2ccc(CN3CCOCC3)cc2)cc1 | i
CCOC(=O)C1(CCOC)CCN(Cc2ccc(N(C)c3ccccc3)cc2)CC1 | i
CS(=O)(=O)N1CCC(N2CCCC(C(=O)NCCc3ccccc3)C2)CC1 (stereo unspecified) | i
FC(F)(F)c1cc(-c2ccco2)nc(NCc2ccccc2)n1 | i
C[N+](C)(CCCCCC[N+](C)(C)CCCN1C(=O)c2cccc3cccc(c23)C1=O)CCCN1C(=O)c2cccc3cccc(c23)C1=O | i
Clc1nc(NCCC2=CCCCC2)nc(N2CCOCC2)n1 | i
CSc1ccccc1C(=O)N1CCc2ccc(NC(=O)c3ccccn3)cc2C1 | i
O=C(O)c1ccc(S(=O)(=O)Nc2ccccc2C(=O)O)cc1 | i
CN(Cc1ccc2ccccc2n1)C(=O)c1ccc(N(C)C)nc1 | ?
CC(C)c1ccc(N(C(=O)c2ccc(Br)o2)C2C=CS(=O)(=O)C2)cc1 (stereo unspecified) | ?
Cc1csc(SCC(=O)N2CCC3(CC2)NCCNC3=O)n1 | i
Cc1ccc(-c2cc(O)c3c(c2)CN(Cc2ccoc2)CCO3)s1 | ?
CCN(CC1CCN(CCc2ccccc2C)CC1)C(=O)c1cnc2ccccn2c1=O | ?
Cc1nc(SCC(=O)c2cc3ccccc3oc2=O)c(C#N)c(C)c1C(=O)Nc1ccccc1 | i
O=C(Nc1cccc(Br)c1)c1cc(=O)c2ccccc2o1 | ?
CCC1C(=O)n2nc(-c3ccccc3)cc2N=C1C (stereo unspecified) | i
Cc1ccc(-c2nnc(Nc3cccc(O)c3)c3ccccc23)cc1S(=O)(=O)NC(C)(C)CO | i
N#CCC(=O)c1ccc(Cl)cc1 | i
COc1cccc2cc(C(=O)Nc3ccccc3)c(=O)oc12 | ?
COc1ccccc1C1C=C(Nc2ccc(C)cc2)C(=O)N1c1ccc(C)cc1 (stereo unspecified) | i
Cc1cc(C=O)c(C)n1-c1cccc(F)c1 | ?
COc1cccc(C(=O)N2CCN(S(=O)(=O)NCc3ccccc3)CC2)c1 | ?
COc1ccc(CC2(CCC(=O)N3CCCC(C(=O)c4ccccc4)C3)CCC(=O)N2)cc1OC (stereo unspecified) | i
O=C(Nc1cnc2n1CCCC2)c1cc(-c2ccccc2)on1 | ?
O=C(NCc1ccc2c(c1)CCCO2)c1cccc2ccnn12 | ?
O=c1[nH]c(-c2ccc3c(c2)OCO3)cn1-c1ccc(F)cc1 | ?
O=C(c1oc(=O)c2ccccc2c1-c1ccccc1)N1CCc2ccccc21 | i
Cc1ccc(N2CC(NC(=O)c3ccccc3Br)CC2=O)cc1C (stereo unspecified) | i
CN(C(=O)Cc1c(C(=O)O)[nH]c2ccc(Cl)cc12)c1cccc(C(F)(F)F)c1 | ?
CCN1CCN(Cc2cc(C(=O)N(C)Cc3ccco3)no2)CC1 | i
C=CCN(CC=C)S(=O)(=O)c1ccc(C(=O)Nc2nc3c(s2)CCc2ccccc2-3)cc1 | ?
C=C[C@H]1[C@H](O[C@@H]2O[C@H](CO)[C@@H](O)[C@H](O)[C@H]2O)OC=C(C(=O)OC)[C@H]1C/C=C(\C=O)[C@@H]1C(C(=O)OC)=CO[C@@H](O[C@@H]2O[C@H](CO)[C@@H](O)[C@H](O)[C@H]2O)[C@@H]1C=C | i
CCc1nnc(NC(=O)c2ccc(S(=O)(=O)N3CC(C)OC(C)C3)cc2)o1 (stereo unspecified) | i
COc1ccc(CC(=O)Nc2ccc(Cl)cc2C(=O)O)cc1 | i
COc1ccc(OC)c(S(=O)(=O)Nc2c(C(C)C)cccc2C(C)C)c1 | i
O=C(NC1CCCCC1)c1cc(=O)[nH]c2ccc(S(=O)(=O)N3CCCC3)cc12 | i
CCOC(=O)C1(CCCc2ccccc2)CCN(C(=O)[C@@H]2C[C@H]2c2ccccc2)CC1 | ?
CCOc1ccc2sc(C=NCCc3ccc(OC)cc3)c(O)c2c1 | ?
O=c1c2c(n3cnnc3n1Cc1ccccc1)-c1ccccc1CC21CCCC1 | i
CC1(C)CC(=O)C2=C(C1)N(c1cccc(Cl)c1)C(N)=C(C#N)C2c1ccc2c(c1)OCO2 (stereo unspecified) | ?
CCN(c1ccccc1)S(=O)(=O)c1ccc(OC)c(OC)c1 | i
CCSc1oc(-c2cccs2)nc1S(=O)(=O)c1ccc(Cl)cc1 | i
CCC1Oc2ccccc2N(CC(=O)NCCN(C)C)C1=O (stereo unspecified) | i
CCCCC#Cc1nc(N)c2ncn([C@@H]3O[C@H](C(=O)NCC)[C@@H](O)[C@H]3O)c2n1 | i
COc1ccc(C2CC(c3ccc(F)cc3)Nc3nc(N)nn32)cc1 (stereo unspecified) | i
COCC(=O)Nc1ncc(S(=O)(=O)c2ccc([N+](=O)[O-])cc2)s1 | 38%*
Cc1cccc(C(CC(=O)NC2CCCCC2)c2ccccc2)c1O (stereo unspecified) | i
Cn1ccnc1SCC(=O)N1c2ccccc2C(C)(c2ccc(Cl)cc2)CC1(C)C (stereo unspecified) | ?

# Later entries:
SMILES | ST2 inh
CCN1CCN(c2c([N+](=O)[O-])nn(-c3ccccc3)[n+]2[O-])CC1 | i
CC1(C)C(=O)C2(CCCCC2)C(=O)OC1c1ccc(F)cc1 (stereo unspecified) | i
CSC1=NC2(CCCCCC2)Cc2ccccc21 | ?
N#Cc1c(NC(=O)CO/N=C\c2cccs2)sc2c1CCCC2 | i
CCn1cc(C(=O)NCCCOC)c(=O)c2cc(S(=O)(=O)N3CCC(C)CC3)ccc21 | i
Cc1cc(Nc2ccc(O)cc2)c2cc(Cl)ccc2n1 | i
CC1(C)CC(=O)N(CC(=O)NCCC2=CCCCC2)c2ccccc2S1 | i
Cc1ccc(CNc2ncnc3c2cnn3-c2ccc(Cl)cc2)cc1 | i
O=C(Nc1ccccc1Br)c1ccc(Cl)c(Cl)c1 | i
COCCNC(=O)Cc1c(C(=O)O)[nH]c2ccc(Cl)cc12 | i
O=C1CC(c2ccc(F)cc2)c2cc3c(cc2N1)OCCO3 (stereo unspecified) | i
CC(C)NC(=O)N1Cc2[nH]cnc2C[C@H]1c1nc(-c2ccc(F)c(Cl)c2)no1 | i
COc1ccc(NC(=O)N2CC[C@@H](CC(=O)O)[C@@H](CCN3CCOCC3)C2)cc1 | ?
O=C(CCN1CCCCC1)c1ccc(Cl)cc1 | i
COc1ccc(Br)cc1C1C(C(=O)OC2CCCCC2)=C(C)Nc2ncnn21 (stereo unspecified) | i
COc1ccc(C(=O)CSc2nnc(-c3cccs3)n2-c2ccccc2)cc1 | i
CC1CCC2(C)C(CC(O)C(O)C23CO3)C1(C)CCC1=CC(=O)OC1O (stereo unspecified) | ?
CC1CCCC(NC(=O)c2c[nH]c3ccc(S(=O)(=O)Nc4ccccc4F)cc3c2=O)C1C (stereo unspecified) | i
CN(C)[C@H]1CCN(c2ccnc(C(=O)NCc3ccco3)c2)C1 | i
CC1(C)CC(=O)N(CC(=O)NC2CCCc3ccccc32)c2ccccc2S1 (stereo unspecified) | ?

# Part of the list above, as labelled records:
CCn1cc(C(=O)NCCCOC)c(=O)c2cc(S(=O)(=O)N3CCC(C)CC3)ccc21
  ST2 inh: i
Cc1cc(Nc2ccc(O)cc2)c2cc(Cl)ccc2n1
  ST2 inh: i
CC1(C)CC(=O)N(CC(=O)NCCC2=CCCCC2)c2ccccc2S1
  ST2 inh: i
Cc1ccc(CNc2ncnc3c2cnn3-c2ccc(Cl)cc2)cc1
  ST2 inh: i

# Additional results:
SMILES | ST2 inh
CCc1ccccc1NC(=O)C(=O)N1CCCC(N2CCCC2=O)C1 (stereo unspecified) | ?
CCOC(=O)C1(CCCc2ccccc2)CCN(C(=O)C2CC23CCC3)CC1 (stereo unspecified) | i
Cc1csc(=NC23CC4CC(CC(C4)C2)C3)o1 | ?
Cc1ccc(Cl)cc1NC(=O)C(NS(=O)(=O)c1cccs1)c1ccccc1 (stereo unspecified) | ?
CC(=O)N1CCc2nc(C)nc(NCCSc3ccccn3)c2CC1 | i
CC(=O)Nc1ccc(CN2CCCN(c3ccncc3C)CC2)cc1 | i
O=S(=O)(c1ccc(-c2csc(=Nc3ccc(Cl)cc3)n2CCCO)cc1)N1CCCC1 | 40%*
O=C(O)c1cccc(NC(=O)c2ncn[nH]2)c1 | i
O=C1Nc2ccccc2N(O)N1c1cccc([N+](=O)[O-])c1 | i
Cc1cc(Br)ccc1NC(=O)c1sc2ccccc2c1Cl | i
C=CCOc1nc2c(c(=O)n(Cc3ccc(Br)cc3)c(=O)n2C)n1C | 39%*
O=C(c1cc(-c2ccc(Cl)cc2)on1)N1CCCC1 | i
CC(=O)c1ccc(S(=O)(=O)N=C2C=C(C(C)(C)C)C(=O)C(C(C)(C)C)=C2)cc1 | i
Cc1ccc(CN2CC[C@H](c3nnc(-c4cncn4C)o3)C2)o1 | i
CCCCOCC(O)Cn1c(Cc2ccccc2)nc2ccccc21 (stereo unspecified) | ?
CNC(=O)NC1CCCc2ccccc21 (stereo unspecified) | i
CN(Cc1ccccc1)c1ncccc1CNC(=O)c1ccc[n+]([O-])c1 | ?
O=C(Cn1nc(-c2ccccc2)ccc1=O)NCc1ccc(F)cc1 | i
O=[N+]([O-])c1cc(C=Nc2ccc(Br)cc2)ccc1Br | i
O=c1/c(=C/c2cc(Br)ccc2F)sc2nc3ccccc3n12 | ?
C=C(C)Cn1c(CCCNC(=O)CCC)nc2ccccc21 | i
O=C(C1CCCN1C(=O)C1CCCCC1)N1CCc2[nH]c3ccccc3c2C1 (stereo unspecified) | i
CC1=CC(C)(C)N(C(=O)CSc2nncn2C)c2ccccc21 | i
CN1CCCN(C(=O)[C@@H]2C[C@@H](Sc3nc4ccccc4[nH]3)CN2C2C3CC4CC(C3)CC2C4)CC1 (stereo partly specified) | ?
C=CCn1c(=O)n(CCC#N)c(=O)n(CCC#N)c1=O | i
CN1CC2(CCCN(C(=O)C3=Cc4ccccc4OC=C3)C2)OC1=O (stereo unspecified) | ?
COc1ccccc1C(=O)C1CCCN(C(=O)c2csc(-c3cccs3)n2)C1 (stereo unspecified) | ?
CCCCN(CC)C(=O)C1c2cc(OC)c(OC)cc2C(=O)N(C)C1c1cccs1 (stereo unspecified) | i
Cc1ccc(CN2CCCC(CNC(=O)c3cccc(C(F)(F)F)c3)C2)s1 (stereo unspecified) | i
CCc1nc2sc3c(NCCN4CCOCC4)ncnc3c2c2c1CCCC2 | ?
COc1ccc(-c2nn(-c3ccccc3C)cc2CN(C)Cc2ccon2)cc1F | i
Cn1c(SCc2ccc(Cl)cc2)nnc1-c1ccc(N)cc1 | i
Cc1nn2c(=O)/c(=C/c3c(F)cccc3Cl)sc2nc1=O | i
O=C1OC(c2ccccc2Br)=N/C1=C\C=C\c1ccccc1 | ?
Cc1ccc(C(=O)N2CCN(Cc3ccc4c(c3)OCO4)CC2)o1 | i
COc1cc(C2c3[nH]c4ccccc4c3CCN2Cc2cccc3nccnc23)ccc1F (stereo unspecified) | ?
CCOC(=O)c1ccc(N2COc3ccc4ccccc4c3C2)cc1 | i
CCCOCCOC(=O)C1=C(C)NC2=C(C(=O)CC(C)(C)C2)C1c1ccc(O)cc1 (stereo unspecified) | i
CCN1CCN(Cc2cc(C(=O)N(C)Cc3cccc(Cl)c3)no2)CC1 | i
Cc1ccc(OCC(O)CN2CCN(c3ccc(F)cc3)CC2)c(C)c1 (stereo unspecified) | i
CCc1nc(-c2c(-c3ccccc3)ncn2CCSc2ncn[nH]2)c(C)[nH]1 | ?
O=C1CC(N2CCN(Cc3ccc(Cl)cc3)CC2)C(=O)N1c1cccc(Cl)c1 (stereo unspecified) | i
CCCC(=O)Nc1ccc(Br)c(Cl)c1 | i
O=C(NCc1ccc2c(c1)OCO2)C1CCC(=O)N(CCN2CCOCC2)C1 (stereo unspecified) | i
O=C(c1ccc2nc3ccc(Cl)cc3c(=O)n2c1)N1CCOCC1 | i
CC(C)(C)c1cccc(OCc2nc(CC3CC3)no2)c1 | ?
COC(=O)C1=C(C)Nc2nc(SC)[nH]c(=O)c2C1c1ccc(F)cc1 (stereo unspecified) | i
CN1CCC(Cc2noc(CCc3nc(Cl)n[nH]3)n2)CC1 | i

# Some of these compounds in order of heavy-atom count, smallest number first:
SMILES | ST2 inh
CCCC(=O)Nc1ccc(Br)c(Cl)c1 | i
CC(C)(C)c1cccc(OCc2nc(CC3CC3)no2)c1 | ?
O=C(c1ccc2nc3ccc(Cl)cc3c(=O)n2c1)N1CCOCC1 | i
COC(=O)C1=C(C)Nc2nc(SC)[nH]c(=O)c2C1c1ccc(F)cc1 (stereo unspecified) | i
CCc1nc(-c2c(-c3ccccc3)ncn2CCSc2ncn[nH]2)c(C)[nH]1 | ?
O=C1CC(N2CCN(Cc3ccc(Cl)cc3)CC2)C(=O)N1c1cccc(Cl)c1 (stereo unspecified) | i

# Source: PubChem

# An excerpt (hit frequency here may not be typical).
